UPR XBP1 act = activators of adaptive XBP1 UPR arm, primary screen, cell-based, CHO-XBP1 luciferase reporter, luminescence, uHTS; IRE1-XBP1 UPR activation; percent of tunicamycin response, DMSO as zero; activation, % at 20 µM; actives 0.33% (n = 330,000);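 active = versus positive control, 20 µM dose yields 30% or more activation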;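 also: 100% = tunicamycin at 10 µg/mL and 0% = DMSO only wells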
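Material: CHO-XBP1 cells stably carrying IRE1-XBP1-driven luciferase reporter / Amount: 1000 cells per well / Compound: 20 µM, 1% DMSO / Times: 6 h treatment, 37 °C / Detection: luciferase luminescence / Measure: % activation of reporter signal versus tunicamycin and DMSO controls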
UPR CHOP act = activators of apoptotic CHOP UPR arm, primary screen, cell-based, CHO-CHOP luciferase reporter, luminescence, uHTS; actives 0.34% (n = 330,000); UPR activation; percent of tunicamycin response over DMSO baseline; activation, % at 10 µM;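 active = at 10 µM dose, activation of 40% or more, normalized to positive control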;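 also: 100% = tunicamycin at 10 µg/mL and 0% = DMSO alone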
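Test system: CHO CHOP reporter cells. Input: 500 CHO-CHOP cells per well. Medium: F12 with 10% FBS. Technique: luciferase luminescence. Measure: percent activation relative to tunicamycin control. Dosing: 10 µM compound, 0.5% DMSO. Timing: 16-18 h cell attachment, then 6 h compound exposure, 37 °C.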
APJ antagonist = antagonists of human apelin receptor APJ, primary screen, CHO-K1 cells, beta-arrestin complementation, luminescence; inhibition, % at 20 µM; actives 0.32% (n = 330,000); AID 2521, 2010;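 active = inhibition above about 40% at 20 µM, limit read from the data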;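 also: cells challenged with 10 nM apelin-13 agonist together with compound; plate controls were apelin-13 plus DMSO wells for no effect and DMSO wells lacking apelin-13 for full effect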
tim23-1 inh = growth inhibitors of tim23-1 mutant yeast, primary screen, luminescence, uHTS; actives 1.3% (n = 330,000); inhibition, % at 20 µM; AID 463212, 2010; S. cerevisiae tim23-1 growth, BacTiter-Glo luminescence, 24 h;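 active = growth inhibition of the mutant yeast at or above 50%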;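 also: temperature-sensitive mutant grown at 25 °C; plate controls were DMSO-treated mutant yeast for no effect and medium wells lacking yeast for full effect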
Jurkat NFkB inh = inhibitors of induced NF-kB luciferase reporter, primary screen, TCR NF-kB activation inhibitor project, cell-based, luminescence, uHTS | Jurkat, PMA/ionomycin-induced NF-kB luciferase reporter | inhibition, % at 4 µM | actives 0.53% (n = 330,000); in the data active = inhibition above about 50%
APJ ag = agonists of human apelin receptor APJ, primary screen, CHO-K1 cells, PathHunter beta-arrestin, luminescence | P35414 | 0% DMSO wells, 100% apelin | activation, % at 20 µM | actives 0.11% (n = 330,000) | AID 2520, 2010;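 active = activation more than six SD over the plate average, tested at 20 µM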;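 also: 0% = DMSO alone and 100% = apelin-13 at 10 nM; some results filed as inactive read as strong as hits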
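Assay system: engineered CHO-K1 APJ arrestin reporter cells; Amount: 1000 CHO-K1 reporter cells seeded per well; Dosing: one dose, 20 µM compound, 1% DMSO; Times: compound stimulation 90 min at 25 °C, detection 60 min; Measured by: luminescent beta-gal fragment complementation, chemiluminescent substrate; Read-out: APJ–arrestin association signal; Controls: DMSO vs Apelin-13 10 nM.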
697 NFkB inh = inhibitors of PMA/ionomycin-induced NF-kB reporter, 697 cells, primary screen, B-cell NF-kB inhibitor project, cell-based, luminescence, uHTS. actives 0.33% (n = 330,000). inhibition, % at 4 µM. 697 B-cell NF-kB luciferase reporter, 16 h; in the data active = inhibition above about 35%
Mdm2-MdmX inh = inhibitors of human Mdm2-MdmX association, primary screen, cell-based, luminescence, split luciferase, SaOS-2, uHTS; Protein Mdm4 (Homo sapiens) + E3 ubiquitin-protein ligase Mdm2 (Homo sapiens), …; SaOS-2 split-luciferase Mdm2/MdmX complementation; inhibition, % at 8 µM; actives 3% (n = 330,000); AID 485346, 2010;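 active = inhibition of at least 50% at 8 µM in the primary screen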
Target sequence (O15151 whole entry, looked up): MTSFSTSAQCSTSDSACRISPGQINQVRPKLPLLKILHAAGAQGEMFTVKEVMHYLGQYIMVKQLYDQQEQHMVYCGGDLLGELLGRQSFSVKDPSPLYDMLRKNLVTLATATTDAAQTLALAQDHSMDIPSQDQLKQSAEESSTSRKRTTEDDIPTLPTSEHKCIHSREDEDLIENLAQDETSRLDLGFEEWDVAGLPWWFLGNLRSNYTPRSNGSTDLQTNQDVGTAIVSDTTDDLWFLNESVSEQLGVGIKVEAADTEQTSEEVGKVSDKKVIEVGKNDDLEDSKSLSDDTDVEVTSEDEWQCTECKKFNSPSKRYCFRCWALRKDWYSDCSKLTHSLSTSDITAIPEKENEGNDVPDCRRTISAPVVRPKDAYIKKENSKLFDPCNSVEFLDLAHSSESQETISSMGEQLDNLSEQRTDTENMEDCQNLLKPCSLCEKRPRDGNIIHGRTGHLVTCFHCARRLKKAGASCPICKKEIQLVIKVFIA
Target sequence (Q00987 whole entry, looked up): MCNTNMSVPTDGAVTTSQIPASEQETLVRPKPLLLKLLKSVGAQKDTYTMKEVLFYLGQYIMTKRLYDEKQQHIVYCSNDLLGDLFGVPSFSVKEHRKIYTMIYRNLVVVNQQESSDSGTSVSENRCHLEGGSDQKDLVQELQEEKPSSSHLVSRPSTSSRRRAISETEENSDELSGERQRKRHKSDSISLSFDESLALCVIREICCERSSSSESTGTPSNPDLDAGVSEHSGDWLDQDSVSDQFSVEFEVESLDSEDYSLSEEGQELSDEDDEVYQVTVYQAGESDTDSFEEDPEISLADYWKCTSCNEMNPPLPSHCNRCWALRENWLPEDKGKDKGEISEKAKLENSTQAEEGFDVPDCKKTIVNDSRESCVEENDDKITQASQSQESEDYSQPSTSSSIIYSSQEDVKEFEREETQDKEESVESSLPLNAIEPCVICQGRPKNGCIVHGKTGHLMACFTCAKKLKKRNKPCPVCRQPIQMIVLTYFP
Active calls of the source: *; / = no result given.

SMILES	UPR XBP1 act	UPR CHOP act	APJ antagonist	tim23-1 inh	Jurkat NFkB inh	APJ ag	697 NFkB inh	Mdm2-MdmX inh
COc1ccc(CCNc2oc(-c3ccccc3OC)nc2C#N)cc1	-2	-0.4	2	58*	-2	-5	9	5
Cc1cc(-c2ccc(S(=O)(=O)N3CCN(c4cccc(C)c4C)CC3)s2)on1	-4	0.1	10	2	-1	-7	-37	26
CC(=O)Nc1ccc(S(=O)(=O)N2CCN(Cc3cccs3)CC2)cc1	1	2.0	2	17	6	-3	-11	6
O=C(NCc1cccnc1)C1CC(=O)N(c2ccc(F)cc2)C1 (stereo not drawn)	-3	1.5	-9	-13	-14	-3	10	-9
O=C(CSc1nnc(-c2ccccc2)c2ccccc12)NCC1CCCO1 (stereo not drawn)	-2	0.2	22	4	7	-3	-6	-9
CC1(C)CC(=O)C(CCCN2C(=O)c3ccccc3C2=O)C(=O)C1	0	-0.4	-7	15	5	-3	28	13
COc1cc(F)ccc1S(=O)(=O)n1c(C)nc2ccccc21	-1	1.2	-17	24	-32	6	-51	-9
CS(=O)(=O)N1c2cccc3cccc(c23)S1(=O)=O	1	2.7	-5	28	9	-5	-4	-1
CC(=O)NC(C)c1nc2ccccc2n1C(C)C (stereo not drawn)	-2	1.9	7	14	7	-1	18	-39
CCc1ccccc1OCC(=O)Nc1cccc(S(=O)(=O)NC2=NCCCCC2)c1	-1	-0.8	-6	31	6	-2	-6	-6
Cn1c(=O)oc2cc(S(=O)(=O)N3CCN(c4ccccn4)CC3)ccc21	0	2.8	16	17	10	1	2	-14
CCCN(CCC)S(=O)(=O)c1ccc(NS(C)(=O)=O)cc1	-1	-0.4	5	-1	-13	-6	24	16
CC(=O)Oc1ccc(C(=O)Nc2cccc(C(=O)Nc3ccccc3C(=O)O)c2)cc1	-1	0.6	4	12	-1	-5	13	10
O=C(CSCc1ccccc1F)NCc1ccc(F)cc1	1	2.2	-3	21	-12	-3	4	-14
O=[N+]([O-])c1cccnc1Sc1ccccc1Cl	1	-0.8	9	10	-34	4	-49	13
Cc1ccc(CNc2cnccn2)cc1	5	1.3	-2	9	1	-6	15	30
CC(C)Oc1ccc(C(CC(=O)NCc2ccco2)c2ccccc2)cc1 (stereo not drawn)	-1	-2.6	1	20	-12	-3	11	3
CCOc1ccc(C(C(=O)NCCC(C)C)N(CCO)C(=O)c2snc(C(N)=O)c2N)cc1 (stereo not drawn)	-6	4.8	0	11	-3	2	-38	4
CCN1C(=O)N/C(=C/c2cc(C)n(Cc3ccccc3)c2C)C1=O	2	5.8	2	-3	-12	-2	-15	-37
Cc1cccc(S(=O)(=O)Nc2ccc(S(=O)(=O)Nc3nccs3)cc2)c1	-1	1.1	-6	3	-17	-2	-15	-12
C#CCNC(=O)C1=C[C@H](c2csc3ccccc23)C[C@H](OCCCCO)O1	0	1.1	-9	15	19	2	3	-12
CC(C)c1cccc(C(C)C)c1OC(=O)[C@H]1OC(c2ccc(Br)cc2)=C[C@@H]1c1ccc(Br)cc1	-3	-0.8	2	10	7	1	0	61*
Cc1cc(C)c(S(=O)(=O)NCc2cn3c(C)csc3n2)c(C)c1	-1	-4.0	-3	10	-21	-6	24	28
COc1ccc(CN2CCNC(=O)C2CC(=O)NC2CCCC2)c(OC)c1 (stereo not drawn)	2	13	-3	10	4	-3	-1	26
O=[N+]([O-])c1cc(C(F)(F)F)cc([N+](=O)[O-])c1NCCN1CCNCC1	-1	-0.3	-24	23	-13	2	0	18
CC(=O)Nc1ccc2c(c1)N(S(=O)(=O)c1cccs1)CCC2	0	0.7	8	10	2	-4	28	31
O=C(NCCN1C(=O)C2C3C=CC(C3)C2C1=O)Nc1ccc(Br)cc1 (stereo not drawn)	-1	3.0	19	8	-68	-1	-51	-49
CCN(CC)S(=O)(=O)c1ccc(Cl)c(NC(=O)CSc2nnc(-c3cccs3)o2)c1	-1	0.7	1	14	12	-3	8	0
COC(=O)/C(=C\c1cc(OC)c(OC)c(OC)c1)c1nc2ccccc2[nH]1	0	-0.3	-1	39	0	-1	16	8
CC(=O)C[C@H](O)CC(=O)[C@H]1OC(=O)[C@H](C)C/C=C\Cc2ccccc21	2	-0.5	3	18	-10	-1	2	4
Cc1ccc(C(=O)N/C(=C\c2ccc([N+](=O)[O-])cc2)C(=O)NCCc2ccccc2)cc1	-1	2.6	14	-7	10	-6	12	41
COc1ccc(OCC(=O)NNC(=O)CCc2ccccc2)cc1	-1	3.4	-13	15	-28	-3	20	-8
CCCCOc1ccc(C(=O)NN2C(=O)NC3(CCCCC3)C2=O)cc1OC	-2	-2.1	-2	-3	14	-5	-1	8
O=C(NCc1ccccn1)[C@H]1C[C@@H]1[C@H](NP(=O)(c1ccccc1)c1ccccc1)c1ccccc1	2	-1.5	-38	25	22	-6	13	13
Clc1ccc(-n2nnnc2Sc2ncnc3sccc23)cc1	-9	89*	0	70*	18	-3	-55	90*
COc1ccc(C2/C(=C(/O)c3ccccc3)C(=O)C(=O)N2CCO)cc1 (stereo not drawn)	2	-2.1	-42	6	6	-4	-6	6
Cc1cc2nc3c(nc2cc1C)CCCC3	-2	3.5	-15	19	-85	-1	-64	-26
CCOc1ccc(NC(=O)c2ccc(N3CC4CC(C3)c3cccc(=O)n3C4)c(NC(=O)c3ccncc3)c2)cc1 (stereo not drawn)	-4	1.3	7	-3	10	-5	3	17
CC(=O)Nc1ccccc1C(=O)N1CCN(Cc2ccc3c(c2)OCO3)CC1	-5	-0.3	3	-6	-2	-2	-6	8
Cc1ccc(S(=O)(=O)NCCC(=O)NC2CCCCC2)cc1	0	-1.1	0	-3	4	0	-14	8
Cc1ccccc1C(=O)Nc1cccc(C#N)c1	0	0.6	12	12	-8	-3	4	6
O=C(O)c1ccccc1C(=O)NNc1ccc(Cl)cc1	3	-0.4	16	8	9	2	7	13
Cc1ccc(NC(=O)CC(O)(C(F)(F)F)C(F)(F)F)cc1	-1	2.6	-3	-28	-13	2	1	5
N#C/C(C(N)=O)=C1/CCCN1Cc1ccccc1	-5	1.6	15	-8	7	2	8	14
COc1ccc2nc3oc(C(=O)N4CCN(c5cccc(Cl)c5)CC4)cc3cc2c1	-1	-0.7	8	37	-13	4	23	18
COc1ccc(C2=CC(=O)OC3(CCCC3)O2)cc1	2	-1.7	-6	22	-7	-2	8	12
CN1CCc2ccccc2C1C1CCNCC1 (stereo not drawn)	-2	-1.6	4	18	-12	3	16	-8
Cc1ccc2c(C(=O)CN3CCC4(CC3)OCCO4)c(C)[nH]c2c1	-2	-0.1	-10	6	-4	-3	-3	-18
O=c1[nH]n2cc(-n3cc([N+](=O)[O-])cn3)cnc2c1Br	2	-1.0	22	-10	12	-3	8	21
COc1ccccc1/C=N/NS(=O)(=O)c1ccccc1	-2	0.2	11	16	91*	-2	-20	2
CCOC(=O)C1=C(N)N2C(=O)C(C)SC2=C(C(=O)OC)C1c1ccccc1OC (stereo not drawn)	-3	8.2	-4	-16	1	-2	1	5
COC(=O)c1c[nH]n2c(=O)cc(C)nc12	-2	-1.5	-5	19	0	6	1	18
CC(C)C(=O)NC(=O)COC(=O)/C=C/c1cccs1	1	1.0	-22	0	0	-1	13	1
CCN(CCn1cccn1)C(=O)CC1C(=O)NCCN1CC1CCCCC1 (stereo not drawn)	-1	-1.3	19	8	15	-1	13	15
CCOC(=O)C1=CN(Cc2cccc(F)c2)S(=O)(=O)N(CC)C1c1ccccc1 (stereo not drawn)	1	2.6	/	47	/	/	0	3
CCOC(=O)c1nn(-c2ccccc2)c(C#N)c1NC(=O)c1nn(CC)cc1Br	12	0.0	7	23	13	-4	37*	24
Clc1ccc(CSc2nc3ccncc3[nH]2)cc1	-7	-2.8	24	21	-82	0	-85	-59
O=C(Nc1ccncc1)c1ccccc1F	-3	-2.9	-14	10	4	-1	26	51*
COc1ccc(Cl)cc1NC(=O)CN(C)C(=O)c1cc2c(s1)CCCC2	-1	-1.1	3	46	5	-4	-24	36
O=C(NCCc1c[nH]c2ccccc12)/C(=C/c1cccnc1)NC(=O)c1ccccc1	-3	-1.5	-23	26	16	-3	-7	-17

For reference, part of the list above:
SMILES	UPR XBP1 act	UPR CHOP act	APJ antagonist	tim23-1 inh	Jurkat NFkB inh	APJ ag	697 NFkB inh	Mdm2-MdmX inh
CCOC(=O)C1=CN(Cc2cccc(F)c2)S(=O)(=O)N(CC)C1c1ccccc1 (stereo not drawn)	1	2.6	/	47	/	/	0	3
CCOC(=O)c1nn(-c2ccccc2)c(C#N)c1NC(=O)c1nn(CC)cc1Br	12	0.0	7	23	13	-4	37*	24
Clc1ccc(CSc2nc3ccncc3[nH]2)cc1	-7	-2.8	24	21	-82	0	-85	-59
O=C(Nc1ccncc1)c1ccccc1F	-3	-2.9	-14	10	4	-1	26	51*
COc1ccc(Cl)cc1NC(=O)CN(C)C(=O)c1cc2c(s1)CCCC2	-1	-1.1	3	46	5	-4	-24	36
O=C(NCCc1c[nH]c2ccccc12)/C(=C/c1cccnc1)NC(=O)c1ccccc1	-3	-1.5	-23	26	16	-3	-7	-17

Going on with the list:
SMILES	UPR XBP1 act	UPR CHOP act	APJ antagonist	tim23-1 inh	Jurkat NFkB inh	APJ ag	697 NFkB inh	Mdm2-MdmX inh
O=C1CCc2cc(S(=O)(=O)NC(Cc3ccccc3)C(=O)N3CCN(c4ccccn4)CC3)ccc2N1 (stereo not drawn)	-3	-2.1	12	1	-1	-2	-20	-2
COC(=O)c1oc2ccc(Br)cc2c1NC(C)=O	-1	3.4	17	3	14	-4	10	20
Cc1cccc(N(Cc2cc3ccc(C)cc3[nH]c2=O)C(=O)c2ccco2)c1	0	0.2	-9	28	-2	-3	10	-13
O=C(Cn1cnc2c(nnn2-c2cccc(Cl)c2)c1=O)NCc1ccccc1	2	0.0	10	5	29	2	8	8
CCN(C1CCCCC1)S(=O)(=O)c1ccc(S(=O)(=O)NCc2ccncc2)cc1	0	4.7	9	24	35	-3	-13	23
COCCN(C(=O)C1=COCCO1)c1c(N)n(Cc2ccccc2)c(=O)[nH]c1=O	13	-0.1	5	8	8	-4	11	29
CSCCCNC(=O)c1ccccc1OC1CCN(S(C)(=O)=O)CC1	-2	2.2	3	4	-15	-5	-7	0
CN1CCN(Cc2ccc(Sc3ccc(Cl)cc3)c([N+](=O)[O-])c2)CC1	1	-2.5	5	15	-15	2	-36	23
COc1ccc(NC(=S)N2CCc3ccccc3C2)cc1	0	2.7	-1	40	-11	1	-44	-24
COc1cc(CNC(=O)c2ccc(Cn3nc(C)c(Cl)c3C)o2)cc(OC)c1	-3	0.7	16	37	5	2	-2	-4
COc1ccc(/C=N/NC(=O)c2ccc(CSc3nc(C)cc(C)n3)cc2)cc1O	-2	-0.6	14	20	1	-1	2	5
CN(c1ccccc1)S(=O)(=O)c1ccc(NC(=O)c2ccco2)cc1	-2	4.9	-12	44	16	-3	-6	-10
O=C(NNC(=O)c1ccc(Cl)c(S(=O)(=O)Nc2ccc(Cl)cc2)c1)c1ccc(=O)[nH]c1	1	1.4	25	16	13	0	-3	7

Screens deposited in PubChem by Sanford-Burnham Center for Chemical Genomics.
